SKN-1 inh: blocks SKN-1 activity in C. elegans. C. elegans VP596 Pgst-4::GFP/RFP ratio, acrylamide-induced, 24 h. inhibition, % at 21.8 µM. 360,000 tested, 0.49% active;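 active = interference check ratio from 0.5 to 1.5 plus GFP to RFP signal ratio inhibition reaching or exceeding a fixed threshold, cut at about 30% in these data, passing the limit was not always enough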; also: some compounds called inactive have numbers as strong as hits
Scp-1 inhibitor: Scp-1 (human) phosphatase inhibition | Q9GZU7 | Recombinant Scp1, phosphopeptide, malachite green phosphate absorbance | inhibition, % at 20 µM | 340,000 tested, 0.88% active;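 active = inhibition above about 50% at 20 µM, limit read from the data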;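 also: plate controls were DMSO wells with enzyme for no effect and wells lacking enzyme for full effect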
Target sequence (Q9GZU7 76-261 limits assumed): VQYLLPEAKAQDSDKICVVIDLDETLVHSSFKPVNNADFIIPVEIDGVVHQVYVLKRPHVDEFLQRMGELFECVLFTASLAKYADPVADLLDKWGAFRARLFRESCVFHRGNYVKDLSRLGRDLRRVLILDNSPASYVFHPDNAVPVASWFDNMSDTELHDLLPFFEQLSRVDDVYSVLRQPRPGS
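Assay system: SCP-1 catalytic fragment, aa 76-261 | Buffer or medium: Tris acetate buffer pH 5.5 with MgCl2 and Tween-20 | Compound: One concentration, 20 µM, with 1.0% DMSO | Also added: Phospho 17-mer peptide substrate | Signal: Absorbance at 630 nm | Incubation: 45 min enzyme reaction at room temperature | Measure: % inhibition of SCP-1 phosphate liberation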
STEP inh: STEP (human) phosphatase inhibition; P54829; 360,000 tested, 0.25% active; inhibition, % at 20 µM; recombinant STEP, OMFP fluorogenic substrate, fluorescence;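 active = inhibition at 20 µM, scaled per plate between control wells, above about 37%, limit read from the data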;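 also: 0% = DMSO with enzyme and substrate and 100% = substrate only without enzyme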
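Material: STEP (striatal-enriched tyrosine phosphatase) enzyme, cell-free | Medium: 50 mM Bis-Tris pH 6.0 with 2.5 mM DTT and 0.005% Tween 20 | Read-out: Percent inhibition scaled to no-enzyme and uninhibited-enzyme controls, plate-pattern corrected | Signal: Fluorescence read at 480 nm ex / 540 nm em | Times: 20 min reaction, room temperature, in the dark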
NadD inh: NadD (S. aureus) enzyme inhibition; purified NadD enzyme, colorimetric absorbance read-out; inhibition, % at 20 µM; 360,000 tested, 0.78% active; in the data active = inhibition above about 26%; also: some compounds past the cut are filed as inactive
CendR NRP1 mod: modulators of CendR peptide binding to human neuropilin-1; FAM-RPARPAR peptide binding to NRP-1, fluorescence polarization; 360,000 tested, 0.85% active; inhibition, % at 25 µM;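 active = inhibition or corrected inhibition above about 18%, plus a signal ratio from 0.5 to 1.5, limit read from the data, passing the limit was not always enough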; also: strong numbers were not always called active
Neddyl block: blocks human cullin neddylation; AID 651699; P61081+Q13564; 360,000 tested, 0.58% active; calls only at 25 µM; TR-FRET cullin neddylation, biochemical; in the data active = inhibition above about 36%
Target sequence (P61081 whole entry, looked up): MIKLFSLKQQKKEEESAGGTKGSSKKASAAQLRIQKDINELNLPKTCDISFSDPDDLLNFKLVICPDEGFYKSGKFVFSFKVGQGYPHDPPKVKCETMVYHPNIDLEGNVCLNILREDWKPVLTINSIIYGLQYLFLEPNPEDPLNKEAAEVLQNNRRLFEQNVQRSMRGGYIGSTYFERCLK
Target sequence (Q13564 whole entry, looked up): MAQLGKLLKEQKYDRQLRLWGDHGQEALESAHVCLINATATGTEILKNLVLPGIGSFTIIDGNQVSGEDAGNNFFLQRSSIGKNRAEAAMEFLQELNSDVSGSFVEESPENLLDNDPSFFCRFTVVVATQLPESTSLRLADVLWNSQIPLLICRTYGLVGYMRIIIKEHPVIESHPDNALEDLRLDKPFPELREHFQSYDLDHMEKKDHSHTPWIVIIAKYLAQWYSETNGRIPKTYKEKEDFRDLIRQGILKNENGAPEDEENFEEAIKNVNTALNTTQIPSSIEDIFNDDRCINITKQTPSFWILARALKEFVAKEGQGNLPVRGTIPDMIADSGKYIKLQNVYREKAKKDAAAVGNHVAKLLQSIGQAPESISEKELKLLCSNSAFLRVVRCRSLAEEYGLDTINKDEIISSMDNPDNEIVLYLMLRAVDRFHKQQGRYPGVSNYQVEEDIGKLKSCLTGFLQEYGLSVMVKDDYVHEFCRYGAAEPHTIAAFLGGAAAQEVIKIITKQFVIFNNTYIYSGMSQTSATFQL
DNMT1 inh: DNMT1 (human) enzyme inhibition; P26358; DNMT1 molecular beacon, Hinp1I cleavage, fluorescence; inhibition (reported as % activation of signal), % at 10 µM; 360,000 tested, 0.83% active; in the data active = inhibition above about 50%
SUMO1-SIM PPI: modulators of human SUMO1-mediated protein-protein interactions. SUMO1 binding to a labelled peptide, TR-FRET, 1 h. inhibition, % at 20 µM. 360,000 tested, 0.33% active. AID 602429; in the data active = inhibition above about 37%
Target sequence (P63165 whole entry, looked up): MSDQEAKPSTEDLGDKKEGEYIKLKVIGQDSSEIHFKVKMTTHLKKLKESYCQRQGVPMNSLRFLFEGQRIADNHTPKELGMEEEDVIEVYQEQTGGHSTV
TbMetRS inhib: Trypanosoma brucei MetRS inhibition; purified T. brucei MetRS, ATP depletion, Kinase-Glo luminescence; inhibition, % at 11.9 µM; 360,000 tested, 0.4% active;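 active = inhibition above a per-plate cutoff of the control wells' mean inhibition plus 3 SD, cut at about 5.5% in these data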;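 also: 0% = DMSO wells median and 100% = median of wells with control inhibitor compound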
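Test system – parasite MetRS enzyme · Reagent – substrates ATP, L-methionine and bulk Escherichia coli tRNA · Doses – 11.9 µM compound single dose, 0.9% DMSO · Times – 15 min enzyme-compound preincubation, 2 h reaction, 10 min detection, 25 °C · Signal – Kinase-Glo luminescence, ATP depletion format · Controls – DMSO-only wells as low control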
LMPTP block: blocks human LMPTP phosphatase; P24666; recombinant LMPTP-A, OMFP fluorogenic substrate, fluorescence intensity; inhibition, % at 20 µM; 360,000 tested, 0.22% active; AID 651560;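 active = compounds that cut the enzyme signal by at least half of the control window in the single-dose screen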;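 also: plate controls were DMSO wells with enzyme plus substrate for no effect and substrate without enzyme for full effect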
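test system = LMPTP-A | amount = 0.625 nM LMPTP-A final | reagent = fluorogenic phosphatase substrate OMFP at 400 µM final | incubation = 50 min at room temperature | benchmarks = no-enzyme low control, uninhibited high control | medium = Bis-Tris pH 6.0, DTT, detergent | signal = fluorescence intensity of OMFP turnover product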
Starred values were filed as active, the others as inactive; i = inactive; . = not tested or not shown; + = active, no number.

cpd | structure | SKN-1 inh | Scp-1 inhibitor | STEP inh | NadD inh | CendR NRP1 mod | Neddyl block | DNMT1 inh | SUMO1-SIM PPI | TbMetRS inhib | LMPTP block
1 | COc1cc(C(=O)NCCSc2ccc(Br)cc2)cc(OC)c1OC | 2 | -11 | 2 | -3 | -1 | i | -4 | -15 | -0.1 | 2.2
2 | COc1cc(OC)cc(-c2sc3ccc(OC)cc3c2-c2ccc(O)cc2)c1 | 14 | -8 | -3 | -7 | 20 | i | -11 | 4 | -0.2 | 3.3
3 | Cc1ccc(S(=O)(=O)NC(=O)c2cc(C)n(CC(c3ccccc3)N(C)C)c2C)cc1 (stereo not drawn) | 1 | -1 | 0 | 3 | 8 | i | 3 | 0 | -0.4 | -0.9
4 | CCOc1ccc(OCCSc2nc(-c3ccccc3)cc(=O)[nH]2)cc1 | -12 | 3 | 4 | 4 | 12 | i | 9 | 6 | -1.4 | 2.3
5 | O=C(CN1C(=O)C2CC=CCC2C1=O)Nc1ccc(S(=O)(=O)N2CCOCC2)cc1 (stereo not drawn) | 9 | 0 | -1 | 1 | 5 | i | 1 | 5 | -0.1 | -1.2
6 | COC(=O)c1ccc(NC(=O)NCCCl)cc1 | -3 | 1 | -1 | 0 | -5 | i | -1 | -2 | -0.6 | -1.6
7 | C=CCSc1nnc(CCc2ccccc2)n1N | -2 | -1 | -3 | -6 | 5 | i | 1 | 8 | -0.7 | 0.6
8 | CCSc1nnc(NC(=O)c2nc(S(=O)(=O)Cc3ccc(F)cc3)ncc2Cl)s1 | -7 | 9 | 1 | 2 | 2 | i | 7 | 9 | 0.1 | -0.4
9 | Cc1ccc(CN(Cc2cc3cccc(C)c3[nH]c2=O)C(=S)NCCCN(C)C)cc1 | -10 | 4 | 5 | -8 | 8 | i | 2 | 12 | -0.3 | -0.7
10 | Cc1ccc(C(=O)Nc2c3c(nn2C(C)(C)C)CS(=O)(=O)C3)cc1C | 12 | -2 | -3 | -1 | 2 | i | 3 | 2 | -0.7 | -1.7
11 | COc1ccc(N(CC(=O)Nc2ccc(C)cc2)S(=O)(=O)c2c(C)noc2C)cc1 | 10 | -16 | 2 | -6 | 0 | i | 3 | 1 | -1.0 | 1.8
12 | Cc1csc2c(N3CCN(C(=S)Nc4ccc(C(F)(F)F)cc4)CC3)ncnc12 | 3 | 13 | 3 | 1 | -6 | i | 13 | 4 | 2.2 | -0.1
13 | O=C(Nc1ccccc1-c1nnc(SCc2ccccc2)o1)c1ccccc1 | 7 | -17 | -3 | 6 | -6 | i | -1 | 1 | -0.5 | 3.8
14 | CN(C)c1ccc(/C=N/Nc2nc3ccccc3o2)cc1 | 3 | -5 | -1 | 1 | 6 | i | -1 | -1 | -0.5 | 0.2
15 | O=c1oc2cc(OCc3c(F)c(F)c(F)c(F)c3F)ccc2cc1-c1ccccn1 | 7 | -1 | -2 | 15 | 5 | . | 45 | -3 | -0.6 | -0.5
16 | CNC(=S)Nc1ccc2nc(C)c(C)nc2c1 | 8 | -18 | 13 | 5 | -2 | . | -3 | -12 | -0.5 | -0.3
17 | COc1ccc(C(=O)N2CCN(S(=O)(=O)c3ccc(C)cc3)CC2)cc1S(=O)(=O)N1CCOCC1 | 6 | -3 | -3 | -4 | 0 | i | -3 | -1 | -0.1 | -2.4
18 | S=C(Nc1ccc2nc(-c3ccccn3)c(-c3ccccn3)nc2c1)N1CCCCC1 | 6 | -1 | 1 | -5 | 1 | + | -7 | -18 | -0.2 | 2.6
19 | O=C(CN1CCc2ccccc2C1)Nc1cc(S(=O)(=O)N2CCOCC2)ccc1N1CCOCC1 | -6 | -2 | 0 | 11 | -1 | i | 7 | -2 | -0.8 | -1.1
20 | COC(=O)C1=C(O)/C(=C\c2cc(C)n(-c3ccc(F)cc3)c2C)N=C1C | 20 | 1 | -3 | 10 | -14 | i | -13 | -6 | 0.5 | 0.6
21 | CC1(C)c2ccccc2-c2nc3ccccc3cc2C1O (stereo not drawn) | 3 | -7 | 2 | -9 | -10 | i | 1 | -8 | -1.0 | -0.5
22 | COc1ccc(NC(=O)CN2C(=O)C(C)Oc3ccccc32)cc1OC (stereo not drawn) | 15 | -1 | -3 | -5 | 4 | i | 3 | 3 | -2.4 | -0.5
23 | CC(C)c1ccc(NC(=O)CCN2C(=O)[C@@H]3Cc4ccccc4CN3C2=O)cc1 | 8 | 3 | 1 | 1 | -1 | i | 4 | -2 | -0.1 | -0.3
24 | CN(CC1CCOCC1)C(=O)CC1C(=O)NCCN1Cc1cccc(F)c1 (stereo not drawn) | 14 | 1 | 4 | 4 | 13 | i | -5 | -3 | -0.2 | 0.0
25 | CC1Cc2ccccc2N1C(=O)Cn1cnc2c1c(=O)n(C)c(=O)n2C (stereo not drawn) | 2 | 0 | 0 | -8 | 9 | i | 3 | 2 | 0.0 | -0.7
26 | COc1cccc(C(=O)C2CCCN(CC3=Cc4cc(OC)ccc4OC3)C2)c1 (stereo not drawn) | -7 | 7 | -2 | -1 | -3 | i | 2 | -5 | -1.1 | 0.6
27 | O=C(CSc1nnc(-c2ccncc2)s1)Nc1ccccc1 | 0 | -5 | -1 | 3 | -2 | i | -1 | -5 | -0.2 | -0.4
28 | Cc1noc(C)c1COc1ccccc1C(=O)NNC(=O)c1ccc(F)cc1 | -3 | -6 | 2 | -4 | -2 | i | -2 | 3 | 0.7 | -1.5
29 | Cc1cccc(NC(=O)[C@@H](CC(C)C)NC(=O)[C@@H]2Cc3ccccc3CN2)c1 | 22 | -3 | -2 | -10 | 6 | i | 0 | -5 | -0.7 | -2.6
30 | COc1ccc(Cc2nnc(NC(=O)c3ccc(OC(C)=O)cc3)s2)cc1OC | -7 | 0 | 0 | -4 | -8 | i | 1 | 3 | -0.8 | -2.7
31 | COc1ccc(F)cc1CSc1nnnn1-c1ccc(O)cc1 | -1 | -12 | 0 | -6 | 23* | i | -1 | 6 | 0.1 | 0.8
32 | O=C(/C=C/c1ccc(Br)cc1)NC(=S)Nc1ccc(S(=O)(=O)Nc2nccs2)cc1 | 1 | -3 | -3 | 54* | -37 | i | 86* | 94* | -0.2 | 16
33 | CNC[C@H](O)c1cccc(O)c1 | -11 | -11 | -1 | 2 | 9 | i | 4 | 5 | -1.1 | -0.9
34 | CC(=O)NC12CC3CC(C1)CC(C(=O)N1CCN(c4ncccn4)CC1)(C3)C2 | -1 | -6 | -1 | 2 | 15 | i | 1 | 3 | -0.4 | -0.5
35 | C=COCCNC(=S)Nc1ccccc1 | -9 | -8 | -6 | -2 | 1 | i | 2 | -1 | -0.9 | 1.1
36 | Cc1cc(C)c(NC(=O)CN2C(=O)CC(C)S(=O)(=O)c3ccccc32)c(C)c1 (stereo not drawn) | -29 | -2 | -3 | 2 | 3 | i | -1 | 5 | -0.1 | -0.7
37 | O=C(OCC(=O)N1CCc2ccccc2C1)c1cccs1 | -10 | -4 | 2 | -5 | -6 | i | 9 | 0 | -1.2 | -0.1
38 | CCOc1ccc(NC(=O)CN(C)CC(=O)NC2CCCc3ccccc32)cc1OCC (stereo not drawn) | -8 | -5 | -4 | 0 | 1 | i | -3 | 6 | -0.2 | -0.6
39 | COc1ccc(C(=O)Nc2ccccc2NC(=O)c2ccco2)cc1OC | -5 | -2 | 4 | -6 | 1 | i | -3 | -1 | -0.3 | -0.9
40 | CC(C)[C@H](N)C(=O)N[C@H]1CCC2C3CC=C4C[C@@H](O)CC[C@]4(C)C3CC[C@@]21C (stereo partly drawn) | 8 | . | -3 | -1 | -7 | i | -3 | -18 | -0.2 | -0.8
41 | Cc1ccc(C)c(N2CCN(C(=O)Cc3ccc(NC4=NC5CS(=O)(=O)CC5S4)cc3)CC2)c1 (stereo not drawn) | 4 | -11 | 3 | 12 | -2 | i | -1 | 1 | -0.1 | 0.4
42 | C[C@H](NC(=O)C1CCN(S(=O)(=O)c2ccccc2)CC1)C(=O)NCc1ccc(Cl)c(Cl)c1 | -1 | -2 | -1 | -3 | 14 | i | 0 | -1 | -0.5 | -1.5
43 | O=C(N[C@@H](Cc1c[nH]c2ccccc12)C(=O)NC1CC1)c1ccccc1Cl | 0 | -10 | -2 | -2 | -16 | i | 3 | -4 | -0.5 | -1.0
44 | CCOC(=O)[C@]12CCC=C1N(Cc1cccc3ccccc13)C(=O)[C@H](CC(=O)NCCCN1CCCC1=O)C2 | 9 | . | . | 2 | -8 | i | . | 1 | -0.7 | -1.5
45 | O=S(=O)(NCCN1CCOCC1)c1cccc(C(F)(F)F)c1 | 19 | -5 | 1 | -1 | 5 | i | -4 | -2 | -0.6 | -1.0
46 | COc1ccc(Br)cc1CN(C)C(=O)c1cc(Cl)c2c(c1)OCCO2 | 9 | -6 | 0 | -7 | 8 | i | -2 | -3 | -0.7 | 1.2
47 | Cc1ccc(C(=O)N/C(=C\c2ccc3c(c2)OCO3)C(=O)N2CCOCC2)cc1 | 2 | -2 | -3 | -1 | 6 | i | 0 | -4 | 0.2 | -1.5
48 | CC(C)c1ccccc1NC(=S)NCc1ccccc1F | 2 | 1 | 0 | -1 | 6 | i | -3 | -1 | -0.4 | -1.4
49 | CC(C)(C)C(=O)[C@H]1[C@H](c2ccccc2)[C@@]2(N=C(c3ccccc3)OC2=O)C2c3ccccc3C=NN21 (stereo partly drawn) | 1 | -8 | 1 | 11 | -9 | i | -6 | -4 | -0.6 | 2.2
50 | COc1ccc2cc(C3CC(c4ccco4)=NN3C(=O)CCC(=O)O)c(Cl)nc2c1 (stereo not drawn) | 13 | -3 | 1 | 3 | -32 | i | 8 | 13 | -0.6 | -1.8
51 | Cc1cc(Cl)ccc1C(=O)C1CCCN(C(=O)c2snnc2C)C1 (stereo not drawn) | 8 | -5 | -1 | -2 | -1 | i | -2 | -4 | -0.4 | -0.2
52 | CCN1C(=O)[C@H]2[C@@H](c3ccc(C)cc3)N3C(=O)N(c4ccccc4)C(=O)[C@@]3(CC)[C@H]2C1=O | 16 | -4 | 0 | 3 | -1 | i | 1 | -10 | -0.3 | -1.0
53 | Brc1ccc(CN2CCN(c3ccccn3)CC2)s1 | 2 | 1 | 2 | -1 | -2 | i | 0 | 3 | -2.2 | -0.2

Entries listed above that bear a hit mark in CendR NRP1 mod:
cpd | structure | SKN-1 inh | Scp-1 inhibitor | STEP inh | NadD inh | CendR NRP1 mod | Neddyl block | DNMT1 inh | SUMO1-SIM PPI | TbMetRS inhib | LMPTP block
31 | COc1ccc(F)cc1CSc1nnnn1-c1ccc(O)cc1 | -1 | -12 | 0 | -6 | 23* | i | -1 | 6 | 0.1 | 0.8

Source: PubChem
